# Source: PubChem BioAssay
# Cdc25B block – inhibitors of human Cdc25B phosphatase | hit rate 0.1% among 65,000 | inhibition, %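 (compounds tested at 10 µM final in the well)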 | P30305 | recombinant Cdc25B, OMFP fluorescence Ex485/Em525; in the data active = inhibition above about 50%
# CatB inh – human cathepsin B inhibition; purified cathepsin B, fluorogenic substrate, fluorescence; hit rate 0.1% among 63,000; P07858; inhibition, %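 (tested at 10 µM)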; AID 453; in the data active = inhibition above about 21%;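 also: 0% = enzyme with no compound and 100% = no enzyme blank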
# tolC growth inh – growth inhibitors of E. coli BW25113 tolC mutant; OD615; growth inhibition, % at 10 µM (by protocol); hit rate 2.2% among 65,000;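 active = growth inhibition at or above a cutoff equal to the mean over every tested compound plus 3 SD, cut at about 60% in these data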;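 also: growth measured after 20 h incubation at 37 °C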
#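 Test system: tolC-deleted E. coli BW25113; medium: LB with kanamycin 50 µg/mL; compound: single-point testing at 10 µM; incubation: 20 h compound exposure of bacteria at 37 °C; signal: OD at 615 nm; evaluation: growth inhibition in percent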
# CatB mixtures – human cathepsin B inhibition by mixtures; P07858; Purified cathepsin B, AMC dipeptide fluorescence, compound mixtures; inhibition, %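 (ten-compound pools at 5 µM per compound and 50 µM total)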; hit rate 0.06% among 62,000; in the data active = inhibition above about 22%, passing the limit was not always enough;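 also: 0% = enzyme without compound and 100% = no enzyme blank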
# D1 allo mod – allosterically modulates the human D1 dopamine receptor; P21728; HEK293 D1, CRE-luciferase, dopamine EC30 potentiation; actives deviate in either direction; B-score at 10 µM; hit rate 5.9% among 58,000;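 active = luminescence count or its row- and column-corrected plate score outside the 99.7% band of the plate's sample wells, on either side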
# AP ELISA ortho – orthogonal test for alternative complement pathway inhibitors. Human serum alternative complement pathway, LPS-coated ELISA, C3 deposition; tested in compound mixtures. inhibition, % at 5 µM. hit rate 0.08% among 62,000. AID 1235;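 active = inhibition above 30% in each of the two pooled mixtures holding the compound, so the lower value exceeds 30%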;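 also: 0% = serum in Mg-EGTA without compound and 100% = EDTA serum blank; some compounds past the cut are filed as inactive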
#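 Test system: human serum alternative complement pathway, C3 deposition on LPS-coated wells; also added: Plate-bound LPS; doses: 5 µM per compound in ten-compound mixtures; schedule: 1 h at 37 °C; detection: Anti-C3 ELISA, OD 450 nm; evaluation: percent inhibition of C3 deposition onto LPS; repeats: two pool placements per compound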
# DUSP1 inh – human dual specificity phosphatase 1 inhibition; P28562; recombinant MKP-1, OMFP hydrolysis fluorescence; inhibition, %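 (compounds tested at a single concentration somewhere between 10 and 100 µM)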; hit rate 0.15% among 65,000; AID 374;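 active = inhibition above about 50%, limit read from the data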;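 also: 0% = DMSO max control wells and 100% = wells with enzyme stopped by NaOH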
# Hsp90 inh – displaces geldanamycin probe from tumor Hsp90. P07900. NCI-N417 lysate Hsp90, Cy3B-geldanamycin FP displacement. inhibition, % at 30 µM. hit rate 0.35% among 64,000. AID 429;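 active = inhibition above 50%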;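 also: 0% = tracer plus lysate wells and 100% = tracer alone without lysate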
# E coli RNAP – Escherichia coli RNA polymerase inhibition | P0A8V2 | E. coli RNA polymerase, fluorescence transcription assay | inhibition, %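 (tested at 10 µM)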 | hit rate 0.2% among 62,000 | AID 559; in the data active = inhibition above about 20%;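 also: 0% = enzyme without compound and 100% = no enzyme blank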
# Target sequence (P0A8V2 whole entry, looked up): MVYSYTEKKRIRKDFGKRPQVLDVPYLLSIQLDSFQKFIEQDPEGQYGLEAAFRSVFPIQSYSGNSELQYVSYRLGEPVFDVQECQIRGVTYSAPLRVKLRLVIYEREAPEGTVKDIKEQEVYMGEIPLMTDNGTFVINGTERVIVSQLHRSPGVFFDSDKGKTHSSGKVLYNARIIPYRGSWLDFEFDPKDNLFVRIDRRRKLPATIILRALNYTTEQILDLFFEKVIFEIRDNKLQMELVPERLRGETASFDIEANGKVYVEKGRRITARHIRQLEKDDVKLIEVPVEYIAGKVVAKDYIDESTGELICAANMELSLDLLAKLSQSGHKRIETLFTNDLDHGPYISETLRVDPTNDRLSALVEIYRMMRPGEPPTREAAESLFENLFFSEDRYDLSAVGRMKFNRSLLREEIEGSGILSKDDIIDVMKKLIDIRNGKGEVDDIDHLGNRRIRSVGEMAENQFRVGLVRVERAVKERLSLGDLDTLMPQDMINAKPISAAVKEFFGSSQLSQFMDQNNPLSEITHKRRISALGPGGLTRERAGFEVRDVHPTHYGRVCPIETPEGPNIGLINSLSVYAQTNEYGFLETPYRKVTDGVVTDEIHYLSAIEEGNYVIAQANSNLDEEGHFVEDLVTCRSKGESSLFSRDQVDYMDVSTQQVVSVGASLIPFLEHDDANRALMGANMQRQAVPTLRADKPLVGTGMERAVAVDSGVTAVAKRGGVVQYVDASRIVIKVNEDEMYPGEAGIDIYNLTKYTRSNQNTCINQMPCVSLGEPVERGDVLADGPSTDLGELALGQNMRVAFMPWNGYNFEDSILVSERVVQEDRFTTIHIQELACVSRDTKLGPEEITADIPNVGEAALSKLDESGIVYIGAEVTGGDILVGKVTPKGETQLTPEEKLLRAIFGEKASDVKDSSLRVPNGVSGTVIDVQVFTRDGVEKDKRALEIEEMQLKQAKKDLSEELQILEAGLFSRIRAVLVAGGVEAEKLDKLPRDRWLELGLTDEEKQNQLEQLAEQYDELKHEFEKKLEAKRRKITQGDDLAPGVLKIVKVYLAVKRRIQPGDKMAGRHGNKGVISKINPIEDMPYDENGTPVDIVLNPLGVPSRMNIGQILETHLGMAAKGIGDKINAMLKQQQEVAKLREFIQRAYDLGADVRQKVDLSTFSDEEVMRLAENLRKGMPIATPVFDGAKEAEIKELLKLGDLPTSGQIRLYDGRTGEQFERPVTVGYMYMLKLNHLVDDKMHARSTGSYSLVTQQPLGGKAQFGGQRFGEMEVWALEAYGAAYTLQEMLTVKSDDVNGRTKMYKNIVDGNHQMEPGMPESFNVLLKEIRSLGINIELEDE
# * = called active by the depositor; x = not tested or not shown.
# Order of values: tolC growth inh	AP ELISA ortho	D1 allo mod	Hsp90 inh	CatB mixtures	CatB inh	Cdc25B block	DUSP1 inh	E coli RNAP
> CC1CCCC(C)N1C(=O)CN1CCN(c2nc(-c3ccc(F)cc3)cs2)CC1 (stereo not drawn)
    100*	15	x	2	-11	-3	-9	30	-7
> Cc1ccc2sc(NC(=O)CN3C(=O)CCC3=O)nc2c1C
    9	-5	-0.15	-1	-3	-5	3	6	9
> O=C(CN1C(=O)CSc2ncccc21)NCCN1CCOCC1
    -13	7	x	-2	2	6	1	-3	8
> CCOc1ccc(-n2c(=O)c3c(C)c(C)sc3n(CC(=O)NCc3ccco3)c2=O)cc1
    -10	10	0.49	-3	2	3	-14	30	4
> Cc1nc2cc(C(F)(F)F)ccc2n1C1CCN(CC(=O)NC(C)(C)C)CC1
    5	-4	-0.95	3	6	1	-32	16	-2
> O=C(Nc1ccc(N2CCOCC2)cc1)C1CC1
    -19	5	-0.99	2	-1	2	1	-4	-2
> O=C1C2CCCN2C(c2ccc(Br)cc2)N1c1ccc(F)cc1 (stereo not drawn)
    -6	11	0.081	-4	2	1	-2	-4	3
> Cn1cnnc1Sc1nc2c(c(=O)n(C)c(=O)n2C)n1C
    -9	5	-0.031	-4	5	2	-6	0	0
> Cc1n[nH]c(C)c1S(=O)(=O)N1CCc2ccccc21
    0	11	0.88	-1	5	7	-3	-6	7
> Cc1oc(-c2nc3ccccc3n2C)cc1C(=O)c1ccccc1
    9	11	-3.8*	-9	0	3	-4	0	-2
> CCOC(=O)c1c[nH]c2c(Cl)ccc(Cl)c2c1=O
    14	-12	0.43	-4	6	4	-14	0	x
> N#CC(C(=O)NC1CC1)c1nc2ccccc2nc1N1CCN(C/C=C/c2ccccc2)CC1 (stereo not drawn)
    4	10	x	-6	3	-3	12	10	11
> CCc1ccc2[nH]c(=O)c(C(c3nnnn3Cc3ccc(OC)cc3)N3CCOCC3)cc2c1 (stereo not drawn)
    10	0	-2.1	-3	4	2	-10	17	-5
> COCCCn1c(=S)[nH]c2ccc(N3CCOCC3)cc2c1=O
    -16	-2	0.17	-1	-1	-1	-8	0	6
> COC(=O)CSc1nnc2n1C(C)(C)Cc1ccccc1-2
    -8	-8	x	-1	3	3	-9	-16	10
> COc1cc(C(=O)NCc2cn3ccsc3n2)cc(OC)c1OC
    -14	x	0.47	-1	x	x	-2	24	x
> CCCCN(C)C(=O)C(Cc1ccccc1)NS(=O)(=O)c1ccc2c(c1)CCC(=O)N2 (stereo not drawn)
    0	-2	-1.4	-2	-1	1	-4	-4	8
> CCOC(=O)CSc1nnc([C@H](CC(C)C)NC(=O)OC(C)(C)C)o1
    -4	2	-1	-3	5	1	2	13	12
> CCOC(=O)CCn1nnc(N)n1
    12	-3	-4.2*	-1	-1	1	-1	-16	9
> COc1ccc(OC)c(C2C(C(=O)c3cc4ccccc4o3)=C(O)C(=O)N2c2cc(C)on2)c1 (stereo not drawn)
    5	8	0.063	-2	4	5	8	21	7
> O=C(NC12CC3CC(CC(C3)C1)C2)N1CCC(O)CC1
    -8	5	0.084	-2	2	4	8	9	3
> COc1ccc(N(Cc2cc3cc(OC)ccc3[nH]c2=O)S(C)(=O)=O)cc1
    -19	-2	1.1	-5	5	-4	3	16	-1
> Cc1cc(C(=O)NCCCc2ccccc2)no1
    -7	8	0.52	2	7	-3	-9	-8	3
> O=C(CN(C(=O)CCC(=O)Nc1nccs1)c1ccc2c(c1)OCO2)NCC1CCCO1 (stereo not drawn)
    -19	8	x	3	4	4	-9	-3	11
> CCn1c(SCC(=O)Nc2cccc(C)n2)nnc1-c1ccco1
    0	1	-0.36	-4	4	7	-14	-2	x
> CC(C)(C)n1nnnc1C(c1ccc2ncccc2c1)N1CCSCC1 (stereo not drawn)
    -11	5	-0.52	-5	2	-7	-14	1	7
> COc1ccccc1C(=O)Nc1c(C)n(C)n(-c2ccccc2)c1=O
    -6	6	-1.1	-2	-3	2	6	7	5
> CCOC(=O)c1sc(NC(=O)C2CC2)nc1C
    -6	5	-0.71	-1	-3	0	-7	7	-3
> NS(=O)(=O)c1ccc(NC(=O)CCC2CCCCC2)cc1
    5	-7	-0.055	2	1	6	-8	3	4
> O=C(Nc1ccncc1)Nc1ccc(F)cc1F
    -11	18	-1.3	0	7	-2	-8	3	0
> CCC(C)NC(=O)c1n[nH]c(=O)c2ccccc12 (stereo not drawn)
    -10	-2	0.067	-2	7	-1	22	-6	5
> Cc1cccc(NC(=O)NCC(c2cccnc2)N2CCOCC2)c1 (stereo not drawn)
    -17	9	0.33	-1	-1	0	-8	6	4
> O=C(Nn1c(=S)[nH]c2ccccc2c1=O)c1ccncc1
    -2	10	-0.42	1	3	3	-1	8	1
> CCc1ccc(CCC(=O)Nc2ccc(S(N)(=O)=O)cc2)o1
    -8	-6	1.4	-8	0	1	7	6	8
> Cc1ccc(-c2nnn(CC(=O)N(Cc3cccs3)C(C(=O)NC3CCCC3)c3ccco3)n2)o1 (stereo not drawn)
    14	-5	-0.0031	-2	-2	-2	13	11	2
> Cc1cc2oc(=O)cc(COC(=O)c3cccc(N(C)C)c3)c2cc1C
    -13	-5	1.6	-1	0	1	-9	0	-9
> CCN1CCCC1CNC(=O)CN1C(=O)COc2ccc(C)cc21 (stereo not drawn)
    -9	-6	1.1	0	-4	-5	-5	-2	2
> CCCCC(c1nnnn1C1CCCC1)N1CCN(C(=O)c2ccco2)CC1 (stereo not drawn)
    3	10	-0.46	0	6	4	-7	5	1
> Nc1nncn1C(=O)CCc1ccccc1
    -19	14	0.68	-3	4	8	4	1	5
> Cc1cc(N2CCC(C)CC2)nc(-n2nc(C)cc2C)n1
    100*	16	0.041	-2	4	-3	-13	3	x
> CCOC(=O)c1cn(CC(=O)Nc2ccc(C)cc2)nn1
    -11	9	0.0013	-1	1	4	-1	0	-1
> C=CCc1c(C)nc2c(C(=O)O)cnn2c1C
    -9	5	1.2	-3	2	3	-2	8	9
> CSc1cccc(NS(=O)(=O)c2cccs2)c1
    21	16	1.1	-3	-3	0	5	14	2
> CCCCOc1ccc(C(=O)NCCCC(=O)N2CCCCC2)cc1
    -1	28	0.71	0	5	x	-13	14	x
> Cc1cc(NCCNC2=CC(=O)CCC2)nc2ccccc12
    11	x	x	2	x	3	8	-25	-13
> CC(C)NS(=O)(=O)c1ccc(OCC(N)=O)c(Cl)c1
    -16	18	-2	-3	2	3	-5	-4	2
> CCC(=O)NC(C)c1nc2ccccc2n1C (stereo not drawn)
    -17	15	-0.0081	x	3	2	-17	-4	-1
> Cc1ccc(OCc2nc(C#N)c(NCc3ccc4c(c3)OCO4)o2)cc1
    81*	7	0.71	-3	3	-3	-8	5	8
> Cc1sc2ncn(CC(=O)NCc3ccccn3)c(=O)c2c1S(=O)(=O)N1CCOCC1
    -11	11	-0.64	x	-1	0	x	x	1
> CCn1c(SCc2ccc(OC)cc2)nnc1-c1ccncc1
    -2	17	-0.72	-4	2	-6	3	-7	2
> Cc1nc(N2CCN(C)CC2)[nH]c(=O)c1Cc1cccc2ccccc12
    -3	-14	-2.9	-2	0	-3	0	11	8
> CC1CCCCC1NC(=O)COc1ccc(-n2cnnn2)cc1 (stereo not drawn)
    -3	7	x	-5	3	0	2	-2	8
> CCOCCCn1c(=S)[nH]c2cc(C(=O)N3CCOCC3)ccc2c1=O
    -4	4	0.33	1	-3	-3	-11	8	-1
> O=C(NCc1cccs1)C1CC(=O)N(C2CCCC2)C1 (stereo not drawn)
    -8	-12	-0.4	-3	3	5	-3	-6	2
> CCN(CC)C(=O)CSc1nsc(SCC(=O)N(CC)CC)c1C#N
    15	2	0.62	x	21	1	-15	8	x
> O=c1c2[nH]c3cccc(Cl)c3c2ncn1Cc1ccncc1
    -8	0	0.99	-9	-1	1	1	-19	13
> COc1cc(OC)cc(C(=O)NCc2n[nH]c(=S)n2-c2ccccc2OC)c1
    -23	4	0.36	2	-9	0	-3	-11	7
> O=S(=O)(NCc1ccccc1)c1cccc2nonc12
    17	-2	-0.95	-2	0	5	-2	3	8
> CCCC(N)CCCCCC(=O)O (stereo not drawn)
    -19	-8	0.66	0	2	2	-2	3	12
> CC1(C)Oc2ccc3ccc(=O)oc3c2-c2cn[nH]c21
    6	x	2.5	0	x	x	-7	28	x

# Part of the list above, field by field:
> N#CC(C(=O)NC1CC1)c1nc2ccccc2nc1N1CCN(C/C=C/c2ccccc2)CC1 (stereo not drawn)
- tolC growth inh: 4
- AP ELISA ortho: 10
- D1 allo mod: x
- Hsp90 inh: -6
- CatB mixtures: 3
- CatB inh: -3
- Cdc25B block: 12
- DUSP1 inh: 10
- E coli RNAP: 11
> CCc1ccc2[nH]c(=O)c(C(c3nnnn3Cc3ccc(OC)cc3)N3CCOCC3)cc2c1 (stereo not drawn)
- tolC growth inh: 10
- AP ELISA ortho: 0
- D1 allo mod: -2.1
- Hsp90 inh: -3
- CatB mixtures: 4
- CatB inh: 2
- Cdc25B block: -10
- DUSP1 inh: 17
- E coli RNAP: -5

# Following part:
# Order of values: tolC growth inh	AP ELISA ortho	D1 allo mod	Hsp90 inh	CatB mixtures	CatB inh	Cdc25B block	DUSP1 inh	E coli RNAP
> CCOC(=O)c1oc2ccccc2c1CSc1nnnn1-c1ccc(OC)cc1
    -18	-2	0.075	-4	1	2	1	2	0
> Cc1ccc(-c2nnn(CC(=O)N(CC(=O)NCc3ccccc3)c3cccc(C)c3C)n2)o1
    50	15	x	-4	-1	-7	-3	15	2
> CC(C)(C)c1ccc(C(=O)NCc2cccnc2)cc1
    -12	-14	-0.8	-1	4	5	-19	10	11
> Cc1sc2nc(SCc3nc4ccccc4[nH]3)n(Cc3ccco3)c(=O)c2c1C
    38	-5	1.3	-4	-7	2	-11	7	8
> COc1ccc(NS(=O)(=O)c2coc(C(N)=O)c2)cc1Cl
    1	9	-0.16	1	4	2	-9	-1	5
> COCCOC(=O)C1=C(C)NC(=O)NC1c1ccc(OC(=O)c2ccco2)c(OC)c1 (stereo not drawn)
    -1	10	x	1	2	5	5	14	2
> CC(=O)N1C(C(=O)O)CSC1c1cccc(C)c1 (stereo not drawn)
    -13	7	0.053	0	6	6	-7	22	5
> CCCCN1C(=O)C(NC(C)=O)c2cc(Br)ccc21 (stereo not drawn)
    5	8	0.61	-5	1	2	-8	3	x
> Cc1ccc(-c2nc(CS(=O)(=O)CC(=O)NCCCN3CCN(C)CC3)c(C)o2)cc1
    -11	18	1	1	5	6	-4	8	7
> CCOC(=O)C1C(C)=CC(=O)CC1c1ccco1 (stereo not drawn)
    -11	13	-0.28	-4	2	4	-4	-13	6
> O=C(NCC(=O)N(c1ccc2c(c1)OCO2)C(C(=O)NC1CCCC1)c1ccncc1)c1ccco1 (stereo not drawn)
    -7	-14	0.14	6	-4	0	8	-23	11
> COCc1nnc(NC(=O)CC(C)c2ccccc2)s1 (stereo not drawn)
    0	3	-0.2	-5	-1	6	-1	4	3
> O=C(NCc1ccco1)c1cccn2c(=O)c3sccc3nc12
    20	13	5*	-6	4	1	-7	23	0
> Cc1nn(C(=O)c2ccco2)c(C)c1CN1C(=O)c2ccccc2C1=O
    -6	4	0.82	-2	-1	1	1	4	6
> Cc1ccc(C(=O)CCNc2ccc(F)c(Cl)c2)o1
    0	6	0.72	0	7	1	4	-5	7
> COc1ccc2cc(CCNC(=O)C(C)C)c(=O)[nH]c2c1
    -10	16	x	-3	4	1	-3	0	3

# An excerpt from above with just tolC growth inh and D1 allo mod.
compound	tolC growth inh	D1 allo mod
O=C(CN1C(=O)CSc2ncccc21)NCCN1CCOCC1	-13	x
CCOc1ccc(-n2c(=O)c3c(C)c(C)sc3n(CC(=O)NCc3ccco3)c2=O)cc1	-10	0.49
Cc1nc2cc(C(F)(F)F)ccc2n1C1CCN(CC(=O)NC(C)(C)C)CC1	5	-0.95
O=C(Nc1ccc(N2CCOCC2)cc1)C1CC1	-19	-0.99
